# PKA-R2B act: activators of PKA-R2B holoenzyme, primary screen, biochemical, fluorescence polarization, Cy5-IP20, human; cAMP-dependent protein kinase catalytic subunit beta (Homo sapiens) + cAMP-dependent …; PKA-R2B holoenzyme dissociation; R2B truncated from residue 108, S112A mutant; 0% DMSO only, 100% 113 µM cGMP; activation, % at 11.4 µM; 340,000 compounds, 0.079% hits; AID 504700, 2011;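 active means activation above a cutoff set at the mean over all compounds plus 3 SD, cut at about 18% in these data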;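 further: higher means more holoenzyme dissociation and a rise in polarization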
# Target sequence (P31323 whole entry, looked up, other chains not shown, the tested form may be a part): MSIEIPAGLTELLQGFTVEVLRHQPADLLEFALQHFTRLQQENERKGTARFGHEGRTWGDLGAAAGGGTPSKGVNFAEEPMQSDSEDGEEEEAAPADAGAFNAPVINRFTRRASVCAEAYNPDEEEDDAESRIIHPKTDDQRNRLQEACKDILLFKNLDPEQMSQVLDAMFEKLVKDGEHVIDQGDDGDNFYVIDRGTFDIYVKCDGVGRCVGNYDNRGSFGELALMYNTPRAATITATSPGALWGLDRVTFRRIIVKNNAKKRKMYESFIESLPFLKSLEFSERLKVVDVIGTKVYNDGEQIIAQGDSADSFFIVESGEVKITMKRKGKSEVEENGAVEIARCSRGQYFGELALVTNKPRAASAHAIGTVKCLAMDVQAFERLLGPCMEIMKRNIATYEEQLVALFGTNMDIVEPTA
# Keap1 Nrf2 FP: Keap1-Nrf2 protein-protein interaction inhibitors, primary screen, biochemical, fluorescence polarization, single point | Kelch-like ECH-associated protein 1 (Homo sapiens), Q14145 | Keap1 Kelch-Nrf2 peptide fluorescence polarization, 1536-well | inhibition, % at 9.4 µM | 340,000 compounds, 0.15% hits; in the data active means inhibition above about 12%;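 further: human Keap1 Kelch domain with fluorescein labeled Nrf2 9mer peptide probe; 0% = neutral control wells and 100% = peptide positive control; higher means more block of Keap1 binding to Nrf2 peptide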
# LANA DNA inh: inhibitors of KSHV C-LANA binding to DNA, primary screen, biochemical, fluorescence polarization, FAM-LBS DNA, MBP-C-LANA, single point. Kaposi's sarcoma herpesvirus LANA C-terminal domain (residues 932-1162) DNA binding. inhibition, % at 9 µM. 340,000 compounds, 0.078% hits;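 active means highest replicate inhibition at or above 60% at 9 µM, even if other replicates fall short; inactive means all replicates below 60% inhibition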;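 further: 0% = neutral control wells and 100% = 4 µM acridine orange control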
# SR-BI DiI-HDL act: activators of SR-BI mediated DiI-HDL uptake, primary screen, ldlA[mSR-BI] CHO cells, DiI fluorescence; 3 h; 100 = double the neutral-control signal; activation, % at 12.5 µM; 320,000 compounds, 0.096% hits;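 active means mean replicate activation of at least 60% and every replicate at or above 60%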;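 further: 0% = median plate neutral-control signal and 100% = twice that signal; values of inactives mirror those of a sister screen read the other way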
#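 System: CHO ldlA[mSR-BI] cells / Medium: HEPES-buffered (25 mM, pH 7.4) F12 plus 0.5% BSA / Probe or stimulus: labelled HDL, 10 µg/mL / Doses: single compound concentration, delivered by pin transfer / Schedule: 3 h, 37 °C / Measured by: DiI fluorescence, bottom read / Measure: cell-associated DiI fluorescence as measure of HDL uptake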
# RTF Ca sens inh: cardiac RTF calcium sensitivity inhibitors, primary screen, biochemical, IANBD-TnC fluorescence, EC70 calcium | inhibition, % at 7.15 µM | 340,000 compounds, 0.12% hits | IANBD-labeled cardiac RTF, Ca2+ fluorescence;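 active means inhibition above the mean inhibition of all tested compounds plus 3 SD, cut at about 17% in these data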;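 further: assay run at fixed EC70 calcium of 1.6 mM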
# PvdQ acylase: P. aeruginosa PvdQ acylase inhibitors, primary screen, biochemical, fluorescence, plate reader and imaging, single point; inhibition, % at 10 µM; 340,000 compounds, 0.063% hits; PvdQ acylase [Pseudomonas aeruginosa LESB58]; purified PvdQ acylase; AID 488965, 2010; in the data active means inhibition above about 30%, passing the limit was not always enough;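 further: 0% = vehicle neutral wells and 100% = reference inhibitor wells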
# DAGLB inh: DAGLB lipase inhibitors, primary screen, biochemical, fluorescence, HTS; 340,000 compounds, 0.059% hits; inhibition, % at 5.17 µM; Diacylglycerol lipase-beta (Homo sapiens), Q8NCG7; HEK293T DAGLB membrane lysate, EnzChek fluorogenic substrate; in the data active means inhibition above about 34%;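 further: 0% = enzyme with vehicle and 100% = wells lacking enzyme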
# Target sequence (Q8NCG7 whole entry, looked up): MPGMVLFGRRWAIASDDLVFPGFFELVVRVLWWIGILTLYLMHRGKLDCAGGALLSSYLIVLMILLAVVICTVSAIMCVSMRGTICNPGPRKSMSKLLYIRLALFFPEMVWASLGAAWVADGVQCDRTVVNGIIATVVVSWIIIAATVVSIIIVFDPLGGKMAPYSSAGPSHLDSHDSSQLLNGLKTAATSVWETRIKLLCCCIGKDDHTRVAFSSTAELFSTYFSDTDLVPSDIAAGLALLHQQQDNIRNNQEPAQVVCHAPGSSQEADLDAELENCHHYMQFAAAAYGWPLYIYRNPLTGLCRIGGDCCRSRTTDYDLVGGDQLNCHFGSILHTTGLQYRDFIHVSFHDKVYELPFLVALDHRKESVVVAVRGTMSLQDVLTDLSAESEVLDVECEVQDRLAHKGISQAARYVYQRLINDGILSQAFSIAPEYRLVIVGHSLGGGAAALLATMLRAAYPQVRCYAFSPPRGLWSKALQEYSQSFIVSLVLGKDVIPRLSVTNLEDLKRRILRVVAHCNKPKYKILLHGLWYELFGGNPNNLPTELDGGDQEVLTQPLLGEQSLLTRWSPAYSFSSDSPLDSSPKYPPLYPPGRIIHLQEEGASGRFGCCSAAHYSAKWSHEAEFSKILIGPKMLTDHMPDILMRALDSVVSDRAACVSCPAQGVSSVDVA
# SR-BI HDL uptake: inhibitors of SR-BI mediated HDL lipid uptake, primary screen, ldlA[mSR-BI] cells, fluorescence, single point | ldlA[mSR-BI] CHO cells, DiI-HDL uptake fluorescence, 3 h | inhibition, % at 12.5 µM | AID 488896, 2010 | Scavenger receptor class B member 1 (Mus musculus), Q61009 | 320,000 compounds, 0.96% hits;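 active means mean replicate inhibition of at least 70% and a set share of replicates each scoring 70 or more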;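 further: 0% = median of neutral control wells and 100% = median of positive control wells; values of inactives mirror those of a sister screen read the other way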
# NSD2 HMT inh: NSD2 histone methyltransferase inhibitors, primary screen, biochemical, AlphaScreen, single concentration, set 2; Histone-lysine N-methyltransferase NSD2 (Homo sapiens), O96028; NSD2 peptide methylation, 120 min; inhibition, % at 12.5 µM; 310,000 compounds, 0.54% hits; AID 743445, 2014; in the data active means inhibition above about 50%
# Arrestin-AP2 inh: inhibitors of beta-arrestin/AP2 binding, primary screen, biochemical, GPCR trafficking, flow cytometry; inhibition, % at 10 µM; AID 504490, 2011; 340,000 compounds, 0.31% hits; beta-arrestin 1 C-terminal peptide binding to AP2 beta2-adaptin appendage (human); FITC-arrestin peptide / GST-AP2 beads; AP2 beta2 appendage carries R879A mutation;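 active means inhibition above a set limit, near 3 SD of compounds lacking own fluorescence, cut at about 54% in these data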;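 further: plate controls were DMSO wells for no effect and 5 µM unlabelled arrestin peptide for full effect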
#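 System: GST-tagged AP2 beta2-adaptin appendage (R879A) on 4 µm glutathione beads / Reagent: FITC-arrestin peptide, 50 nM / Detection: HyperCyt-sampled flow cytometry, FL1 channel, ex 488/em 535 nm / Timing: 12 min plus 1 h, RT / Buffer or medium: PBS plus Tween 20 (0.05%) and BSA (0.1%)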
# * = called active by the depositor; . = not tested or not shown. Outcome played no part in choosing rows. Share with any hit: about 2.1%.
# The line under a structure holds: PKA-R2B act	Keap1 Nrf2 FP	LANA DNA inh	SR-BI DiI-HDL act	RTF Ca sens inh	PvdQ acylase	DAGLB inh	SR-BI HDL uptake	NSD2 HMT inh	Arrestin-AP2 inh
[1] Cc1ccc(NC(=O)CCN2C(=O)C3CCCCC3C2=O)c(O)c1 (configuration not stated)
  -11	-5	-2.7	23	4	-12	2	-23	-1	1
[2] Cc1cc(-c2cccnc2)c(C#N)c(SCc2cccc(F)c2)n1
  -11	-3	-0.6	-26	-1	-9	-3	26	-3	-11
[3] O=C(CSc1nc2[nH]ncc2c(=O)[nH]1)Nc1cccc(Cl)c1
  -9	1	0.0	9	-4	-16	1	-9	1	7
[4] CN(C)N1C(N)=C(C#N)C(c2cccc([N+](=O)[O-])c2)C2=C1CC(C)(C)CC2=O (configuration not stated)
  3	-3	1.0	17	-7	-16	4	-17	-2	-3
[5] CC(C)(C)C(=O)Nc1nc2c(s1)CN(Cc1ccccc1)CC2
  -13	0	-0.7	21	-5	6	-1	-21	2	4
[6] CCCC(=O)NCc1nc2ccccc2n1C
  2	-1	0.4	22	-4	-11	-1	-22	-4	-9
[7] Cc1cccc(NC(=O)CCn2nc(C)cc2C)c1
  -2	2	-1.0	-11	-9	-11	0	11	-1	-4
[8] COc1cccc(C(=O)Nc2ccc(NC(=O)c3ccco3)nc2)c1
  -5	-3	-0.4	-7	-11	-11	1	7	1	-4
[9] COc1ccccc1C(=O)NCC(=O)N1CC=C(c2ccccc2)CC1
  -1	-1	0.4	-22	-3	-18	0	22	-1	3
[10] CC1(C)Cc2c(sc(NC(=O)COc3ccc(Cl)cc3)c2C(N)=O)C(C)(C)N1
  13	-2	-0.4	16	-5	-17	1	-16	-3	-18
[11] Cc1ccc(S(=O)(=O)N2CCC(O)(c3cccnc3)CC2)cc1
  5	0	-1.8	-11	0	5	2	11	-4	-7
[12] Cn1c(SCC(=O)c2ccc(F)cc2)nnc1-c1cccnc1
  -9	-6	-0.9	39	-10	-15	-1	-39	-2	5
[13] COc1ccccc1N1CCN(C(=O)c2ccc([N+](=O)[O-])s2)CC1
  -14	3	-0.3	30	15	-4	-6	-30	5	-4
[14] COc1ccccc1[C@]1(C)ON(c2ccccc2C(F)(F)F)C1=O
  -5	1	1.1	14	-17	2	-6	-14	.	-4
[15] CCOC(=O)C(C)(C)n1nnc(-c2ccc([N+](=O)[O-])cc2)n1
  0	-4	0.3	1	-5	-2	-2	-1	-4	-5

# Remaining list, next part.
# The line under a structure holds: PKA-R2B act	Keap1 Nrf2 FP	LANA DNA inh	SR-BI DiI-HDL act	RTF Ca sens inh	PvdQ acylase	DAGLB inh	SR-BI HDL uptake	NSD2 HMT inh	Arrestin-AP2 inh
[16] c1ccc2c(CSc3nnc(-c4ccncc4)o3)cccc2c1
  0	2	-1.4	-16	-6	-8	-3	16	4	9
[17] COc1ccc(N(C(=O)c2ccco2)C(C(=O)NC2CCCC2)c2ccncc2)cc1 (configuration not stated)
  -6	2	0.3	5	5	-8	1	-5	34	20
[18] O=C(N/C(=C\c1ccccc1Cl)C(=O)N1CCOCC1)c1ccc([N+](=O)[O-])cc1
  -3	-6	-0.3	9	2	5	0	-9	-1	20
[19] Nc1cc(=O)[nH]n1C1CCCC1
  -2	-6	-1.1	8	-1	10	0	-8	2	23
[20] CC1CCCN(c2ccc(C(=O)Nc3nnc(C4CC4)s3)cc2[N+](=O)[O-])C1 (configuration not stated)
  -2	4	-0.2	-28	5	2	6	28	5	8
[21] O=C(/C=C/c1ccc(S(=O)(=O)N2CCOCC2)cc1)NC(=S)Nc1ccc(N2CCOCC2)cc1
  -18	0	0.9	6	-2	10	1	-6	-2	18
[22] Cc1ccc(C)c(N2CCN(S(=O)(=O)c3ccc4[nH]c(=O)ccc4c3)CC2)c1
  -11	-7	-0.6	15	0	0	2	-15	.	-3
[23] Cc1cc(Nc2ccc3c(c2)OCCO3)n2nc(C)nc2n1
  5	-6	0.5	9	-6	4	0	-9	.	22
[24] CN(C)C(CNC(=O)c1ccc(-c2ccccc2)cc1)c1ccccc1 (configuration not stated)
  -11	-2	0.9	.	1	2	0	.	6	30
[25] CC(C)N1C(=O)N(c2ccc(Cl)cc2)C(C)(O)CC1(C)C (configuration not stated)
  -5	1	1.6	-1	-8	-12	-3	1	-1	27
[26] CCN1C=C(C(C)=O)C(=O)CC1
  -1	-3	-0.4	51	-7	-13	-2	-51	.	5
[27] CCOC(=O)c1cc(C(=O)c2cc(F)ccc2O)coc1=N
  -8	-6	0.6	5	-3	-15	-3	-5	4	-3
[28] COc1cc([N+](=O)[O-])cc([N+](=O)[O-])c1NC(=O)N1CCOCC1
  9	-1	4.6	.	-1	-2	1	.	6	-2
[29] Cc1cnc(C(=O)OC(C)C(=O)NC2CCCc3ccccc32)cn1 (configuration not stated)
  -2	-1	1.1	6	3	-2	-2	-6	12	18
[30] Cc1ccc(S(=O)(=O)n2nc(OC(=O)c3cccs3)cc2N)cc1
  -5	-2	0.5	.	-5	4	11	-18	-2	16

# Other entries.
item	smiles	PKA-R2B act	Keap1 Nrf2 FP	LANA DNA inh	SR-BI DiI-HDL act	RTF Ca sens inh	PvdQ acylase	DAGLB inh	SR-BI HDL uptake	NSD2 HMT inh	Arrestin-AP2 inh
31	O=C(O)C1CCCN1S(=O)(=O)c1ccc(Br)s1 (configuration not stated) (tested in a mixture with another compound)	-6	-4	-1.2	4	0	-13	3	-4	-2	6
32	Cc1nc(COc2cccc(Cl)c2)sc1C(=O)/C=C/N(C)C	-5	-8	-0.7	-26	-12	-12	3	26	2	-7
33	NS(=O)(=O)c1ccc2nc(NC(=O)c3ccncc3)sc2c1	-2	2	1.3	0	-13	-1	-2	0	1	0
34	CCc1ccc(-c2c(C)sc(NC(=O)C3CCC3)c2C#N)cc1	-5	-10	-0.6	27	-1	-8	-5	-27	-1	-1
35	O=C(CSc1nc2cc(Cl)ccc2s1)NCC1CCCO1 (configuration not stated)	11	6	6.5	-6	-10	3	0	6	-1	45
36	Cc1cc(C(=O)Nc2c(F)cc(F)cc2Br)n(-c2ccccc2)n1	-8	-2	-1.2	-15	-5	-13	-2	15	-2	-8
37	O=C(NCc1ccccn1)c1ccc(OC2CCN(Cc3cccs3)CC2)cc1	2	-2	0.7	28	3	-8	-2	-28	15	1
38	O=C(c1ccc(N2CCNCC2)cc1)c1cccnc1	-1	1	-0.7	-33	-10	7	-3	33	2	25
39	COc1ccccc1CNC(=O)CNC(=O)c1sc2ccccc2c1Cl	2	-5	-1.8	-16	4	-11	-5	16	1	18
40	Cc1ccc2c(c1)c1c(n2CC(O)CN2CCCCC2C)CCCC1 (configuration not stated)	8	-2	-0.1	.	-3	-2	1	.	13	10
41	Nc1ccc(C#Cc2c(-c3ccsc3)oc3ccc(N4CCOCC4)cc23)cc1	3	-2	-1.2	-45	-4	-1	0	45	.	32
42	Cc1ccc2nc(NC(=O)CC3Oc4ccccc4NC3=O)sc2c1 (configuration not stated)	2	-3	0.1	.	-5	-10	8	.	17	-13

# Entries from the list above with bromine (two):
item	smiles	PKA-R2B act	Keap1 Nrf2 FP	LANA DNA inh	SR-BI DiI-HDL act	RTF Ca sens inh	PvdQ acylase	DAGLB inh	SR-BI HDL uptake	NSD2 HMT inh	Arrestin-AP2 inh
31	O=C(O)C1CCCN1S(=O)(=O)c1ccc(Br)s1 (configuration not stated) (tested in a mixture with another compound)	-6	-4	-1.2	4	0	-13	3	-4	-2	6
36	Cc1cc(C(=O)Nc2c(F)cc(F)cc2Br)n(-c2ccccc2)n1	-8	-2	-1.2	-15	-5	-13	-2	15	-2	-8

# Single records (already shown). Order of screens: PKA-R2B act, Keap1 Nrf2 FP, LANA DNA inh, SR-BI DiI-HDL act, RTF Ca sens inh, PvdQ acylase, DAGLB inh, SR-BI HDL uptake, NSD2 HMT inh, Arrestin-AP2 inh
# `Cc1ccc2c(c1)c1c(n2CC(O)CN2CCCCC2C)CCCC1` (configuration not stated) in the list: 8, -2, -0.1, ., -3, -2, 1, ., 13, 10
# `Nc1ccc(C#Cc2c(-c3ccsc3)oc3ccc(N4CCOCC4)cc23)cc1` in the list: 3, -2, -1.2, -45, -4, -1, 0, 45, ., 32
# `NS(=O)(=O)c1ccc2nc(NC(=O)c3ccncc3)sc2c1` in the list: -2, 2, 1.3, 0, -13, -1, -2, 0, 1, 0

# Next structures
item	smiles	PKA-R2B act	Keap1 Nrf2 FP	LANA DNA inh	SR-BI DiI-HDL act	RTF Ca sens inh	PvdQ acylase	DAGLB inh	SR-BI HDL uptake	NSD2 HMT inh	Arrestin-AP2 inh
43	CCS(=O)(=O)N1CCN(c2ccc([N+](=O)[O-])c(NC(C)c3ccccc3)c2)CC1 (configuration not stated)	-7	-2	-0.1	-68	-3	-10	1	68	2	2
44	O=C(OCc1nnc(-c2ccccc2)o1)c1ccccc1	-2	0	-4.6	20	-18	-13	-1	-20	-5	4
45	COCCN(Cc1ccco1)C(=O)C1CCCN(c2ncnc3c2nc2n3CCCCC2)C1 (configuration not stated)	-2	-6	0.7	-4	-3	-2	1	4	-1	-4
46	CCC(=O)Nc1cc(C(C)C)c(O)cc1C	-11	-1	-1.0	-15	1	-5	4	15	-1	-4
47	CCC1CN(C(=O)NCc2ccc(C)cc2)c2cc(C)ccc2O1 (configuration not stated)	-1	-5	-2.7	-78	-1	-14	-9	78*	0	-12
48	Cc1cc(Cl)ccc1NC(=S)Nc1cccnc1	-14	-5	10	-57	-6	12	-1	57	0	15
49	Brc1cccc(OCCn2ccnc2)c1	-4	1	-0.8	19	-5	-15	0	-19	5	-2
50	c1ccc(N2CCN(c3ncnc4c3oc3ccccc34)CC2)cc1	-2	2	-0.7	14	-10	-13	-11	-14	3	1

# Screens: PubChem, several laboratories
